# USP2a inh: inhibitors of human ubiquitin-specific protease USP2a; Potency, µM (titrated, usually from 38.3 µM), for the others: at the highest dose activity change, negative = inhibition, actives largely listed as inhibitors; O75604; USP2 core, Ub-CHOP2 coupled fluorogenic reporter, 485/531; AID 463254; 330,000 compounds, 0.01% hits;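 also: potency is read from the fitted curve at half-maximal effect; plate controls were DMSO wells for no effect and full inhibition by NEM control for full effect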
#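 USP2 core (10nM final) preincubated 30min RT with compound in 20mM Tris-HCl pH 8.0, 2mM CaCl2, 2mM beta-mercaptoethanol, 0.05% CHAPS; 25nM Ub-CHOP2 plus 25nM reporter substrate added, fluorescence (Ex485/Em531) read after 60min.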
# Giardia kill: Giardia lamblia killing. AID 540267. 340,000 compounds, 0.15% hits. Giardia lamblia trophozoite viability. activity change, % at 7.66 µM, hits read low; in the data active = activity change below about -80%; inconclusive = between about -30% and that limit;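 also: parasites exposed to compound for two days anaerobically before the ATP read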
#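 Anaerobic 48 hrs incubation at 37 deg C of 100 trophozoites/well with test compounds; ATPLite 1-Step luminescence, 15-30 min RT, reports cellular ATP as viability.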
# FBPA coupling cs: counter-screen for Giardia aldolase inhibitors: coupling enzyme system; coupling enzyme system counterscreen, AmpLite Red fluorescence; activity change, negative = inhibition, % at 58.2 µM, hits read low; 290,000 compounds, 0.67% hits; in the data active = activity change below about -30%
#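 Coupling enzymes only (glyceraldehyde-3-phosphate) + compound, at 57.5 uM final, 10 min RT; add substrate/coupling/AmpLite Red mix, 20 min RT; fluorescence ex 525/em 598 nm. Actives flag coupling-system interference.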
# Chronic BCR inh: blocks chronic active B-cell receptor signaling; ABC-DLBCL IkBa-CBG/CBR reporter, luminescence ratio, 4 h; Potency, µM (titrated, usually from 46.1 µM), for the others: at the highest dose ratio change, negative = lower green/red ratio, actives largely listed as inhibitors; 340,000 compounds, 0.05% hits; AID 493014; active = well fitted inhibition curve with a large enough effect in the signal ratio, with a control signal flat, not every such curve was filed as active; inconclusive = small, poorly fitted or top-dose-only effect, or effect the other way, or a change in a side signal; the % refers to the signal ratio;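 also: potency is read from the fitted curve at half-maximal effect; plate controls were basal doxycycline-induced cells for no effect and cells given 10 µM MG132 for full effect; MG132 reads +100%, hits lower the ratio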
#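 Compounds up to 46 uM were incubated four hours with TMD8 cells whose green CBG68 luciferase is fused to IkappaBalpha; red CBR luminescence normalised the signal, and concentration-effect curves were fitted to fusion, red and ratio data.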
# KCNH2 3.1 inh: KCNH2 3.1 (human) potassium channel inhibition | U2OS KCNH2 3.1, thallium flux FluxOr; active compounds read low | 340,000 compounds, 0.95% hits | activity change, % (tested at about 1.8 µM);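 active = maximum activity change below -70%; inconclusive = maximum activity change from -70% to -50%; inactive = maximum activity change above -50%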;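 also: thallium influx rate constant from kinetic fluorescence after stimulation buffer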
#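 Steps: virus added to U2OS suspension (4 h, RT, dark); medium with 10% FBS added, cells plated, 37 C overnight; FluxOr/Red40 loading buffer 45 min RT; stimulation buffer, 2 min kinetic read; rate constant normalized.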
# B2AR arrestin: beta2AR (human) beta-arrestin recruitment activity; P07550; beta-arrestin recruitment to beta2AR, cell-based reporter; Potency, µM (top dose mostly 46.1 µM), inactives show at the highest dose activation, actives largely listed as activators; 330,000 compounds, 0.02% hits; AID 492947;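 also: potency is read from the fitted curve at half-maximal effect; 0% = DMSO controls and full agonism = EC100 isoproterenol or metaproterenol; nearly all actives have a fitted effect of over 65% in size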
# Eya2 phos inh: Eya2 (human) phosphatase inhibition | O00167 | recombinant Eya2, OMFP fluorescence dephosphorylation (OMFP is methylfluorescein phosphate) | AID 488837 | Potency, µM (titrated, usually from 76.9 µM), inactives show at the highest dose activity, negative = inhibition, usual class: inhibitors | 330,000 compounds, 0.006% hits; also: potency is read from the fitted curve at half-maximal effect
# Target sequence (O00167 whole entry, looked up): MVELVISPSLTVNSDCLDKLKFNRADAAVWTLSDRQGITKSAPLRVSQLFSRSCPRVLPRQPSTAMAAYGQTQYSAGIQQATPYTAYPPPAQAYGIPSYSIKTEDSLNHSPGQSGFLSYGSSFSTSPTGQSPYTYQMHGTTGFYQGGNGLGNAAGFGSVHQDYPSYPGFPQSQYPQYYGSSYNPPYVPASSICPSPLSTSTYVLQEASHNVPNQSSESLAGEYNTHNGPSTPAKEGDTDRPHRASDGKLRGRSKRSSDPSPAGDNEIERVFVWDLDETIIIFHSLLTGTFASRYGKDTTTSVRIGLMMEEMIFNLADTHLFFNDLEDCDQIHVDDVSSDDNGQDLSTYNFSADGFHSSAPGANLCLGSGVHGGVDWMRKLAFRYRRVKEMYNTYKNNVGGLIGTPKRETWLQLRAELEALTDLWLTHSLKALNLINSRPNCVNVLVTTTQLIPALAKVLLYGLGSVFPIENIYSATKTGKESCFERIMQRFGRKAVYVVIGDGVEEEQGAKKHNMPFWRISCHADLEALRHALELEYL
#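 Eya2 protein (added as 0.2 uM solution) was preincubated with compound for 10 min at ambient temperature in 50 mM HEPES pH 7.5, 50 mM NaCl, 5 uM MgCl2, 0.05% BSA, 1 mM DTT. OMFP (added at 50 uM) then reacted 10 min; fluorescence read at 485/525 nm.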
# GALK inh: inhibitors of human galactokinase. Purified GALK, Kinase-Glo residual ATP luminescence. Potency, µM (titrated, usually from 57.5 µM), without a hit: at the top dose activity change, negative = inhibition, hits mostly inhibitors. 270,000 compounds, 0.007% hits. AID 1868; also: potency is read from the fitted curve at half-maximal effect
# Target sequence (P51570 whole entry, looked up): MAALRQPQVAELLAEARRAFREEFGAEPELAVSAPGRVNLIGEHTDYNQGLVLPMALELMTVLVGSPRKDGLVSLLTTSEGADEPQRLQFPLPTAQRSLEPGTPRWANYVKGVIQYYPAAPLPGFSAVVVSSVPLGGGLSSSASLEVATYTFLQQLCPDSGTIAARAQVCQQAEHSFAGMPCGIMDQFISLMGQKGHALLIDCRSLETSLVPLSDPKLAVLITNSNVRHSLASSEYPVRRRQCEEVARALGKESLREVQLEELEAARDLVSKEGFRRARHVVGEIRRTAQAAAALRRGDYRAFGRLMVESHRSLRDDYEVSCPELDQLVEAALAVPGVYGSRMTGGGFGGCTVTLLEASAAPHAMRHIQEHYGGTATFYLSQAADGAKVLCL
#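 ATP-depletion format; final 35 uM ATP, 100 uM D-galactose, 5 nM enzyme; pH 8.0 HEPES/Mg2+ buffer; 60 min RT; luminescence read 10 min after detection reagent.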
# PKM2 act: PKM2 (human) enzyme activation. P14618. purified PKM2, Kinase-Glo ATP luminescence, activation; response scale: 0% is enzyme alone, no compound. Potency, µM (series often up to 57.5 µM), for inactives: at the highest dose activation, usual class: activators. 260,000 compounds, 0.34% hits. AID 1631; also: potency is read from the fitted curve at half-maximal effect; nearly all actives have a fitted effect of over 55% in size
#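 ATP formation by purified human PK-M2, quantified via coupled luciferase luminescence after 1 h at room temperature with 0.1 mM ADP and 0.5 mM PEP final.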
# hERG WT inh: blocks the wildtype human KCNH2 potassium channel | Q12809 | U2OS, BacMam KCNH2, thallium flux FluxOr; active compounds read low | activity change, % at 1.84 µM | 340,000 compounds, 0.37% hits;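 active = maximum activity change below -70%; inconclusive = maximum activity change between -70% and -50%; inactive = maximum activity change above -50%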
#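 U2OS cells were transduced with wild-type KCNH2 virus (2.03 x 10^8 / mL) for 4 h at room temperature, then cultured overnight at 37 C. Thallium flux was read with FluxOr dye. Rate constants were normalized to DMSO controls.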
# uPA surface inh: cell surface uPA generation inhibition; cell surface uPA generation assay, qHTS; Potency, µM (titrated, usually from 38.3 µM), without a hit: at the highest dose activity change, negative = inhibition, usual class: inhibitors; 330,000 compounds, 0.31% hits; AID 540303; active = well fitted inhibition curve with a large enough effect; inconclusive = small, poorly fitted or top-dose-only effect; inactive = no such curve, though single readings can be large or run the other way; tested in mouse RAW 264.7 cells; also: potency is read from the fitted curve at half-maximal effect; nearly all actives have a fitted effect of over 55% in size
# * marks the source's active call; other numbers are inactive results; ? = inconclusive; . = not tested or not shown; [ ] = remark or other dose. Unless noted, calls follow the shape of the dose curve; as a rule, active = well fitted curve in the direction sought with a large enough effect; inconclusive = small, poorly fitted or top-dose-only effect, or another doubt; inactive = no such curve, though single readings can be large; an effect the other way counts as inactive or inconclusive. Unless noted, % is scaled to controls: 0 for no effect and ±100 for the full control effect. This is a random part of the collection. About 2.4% of those tested had a hit in this group.
# Keys – A = USP2a inh; B = Giardia kill; C = FBPA coupling cs; D = Chronic BCR inh; E = KCNH2 3.1 inh; F = B2AR arrestin; G = Eya2 phos inh; H = GALK inh; I = PKM2 act; J = hERG WT inh; K = uPA surface inh
Cc1cc(C)n(-c2nc(O)cc(=O)[nH]2)n1
  A: 2%; B: 13; C: 1; D: 2%; E: .; F: 3.6%; G: 1%; H: 1%; I: -5%; J: 10; K: 2%
CCOc1ccc(NC(=S)N2CCN(S(=O)(=O)c3ccc(OC)cc3)CC2)cc1
  A: -8%; B: 37[activator]; C: 2; D: -3%; E: -1; F: 0.2%; G: -4%; H: 4%; I: 7%; J: 15; K: 8%
CC(C)OC(=O)C(C)Nc1n[nH]c(=S)[nH]c1=O (configuration not stated)
  A: 1%; B: 10; C: 0; D: ?; E: 24; F: -0.1%; G: 13%; H: 10%; I: 2%; J: 8; K: 1%
Nn1c(SCC(=O)Nc2cccc(F)c2)nnc1C1CCCCC1
  A: 5%; B: 9; C: 1; D: 7%; E: -15; F: -0.2%; G: -5%; H: 0%; I: -1%; J: -2; K: 1%
Cc1cc(C)c(C(=O)CSc2n[nH]c(-c3ccncc3)n2)c(C)c1
  A: 6%; B: -4; C: 17; D: -2%; E: -2; F: -0.1%; G: 1%; H: 1%; I: 2%; J: 4; K: -1%
COCCN(C(=O)c1ccco1)c1nc(-c2ccccc2)cs1
  A: -1%; B: 15; C: 0; D: ?; E: 6; F: -0.4%; G: -2%; H: -1%; I: 0%; J: -15; K: 1%
CC(=O)c1ccc(NC(=O)COC(=O)C2CC3C=CC2C3)cc1 (configuration not stated)
  A: 0%; B: -20; C: .; D: -7%; E: -8; F: 0.1%; G: -19%; H: .; I: .; J: 22; K: -11%
CCc1nc(SCc2nc3ccccc3[nH]2)c2oc3ccccc3c2n1
  A: 1%; B: 8; C: 7; D: ?; E: -40; F: -0.1%; G: 3%; H: 3%; I: ?; J: 0; K: .
COc1ccc(C(CC(=O)O)NC(=O)COc2ccccc2)cc1 (configuration not stated)
  A: -1%; B: 7; C: 6; D: 1%; E: 9; F: -0.9%; G: 1%; H: 1%; I: 4%; J: 4; K: 0%
Cc1ccc([N+](=O)[O-])cc1S(=O)(=O)NCC1COc2ccccc2O1 (configuration not stated)
  A: 3%; B: 20; C: -1; D: 3%; E: -20; F: -0.5%; G: 5%; H: -8%; I: .; J: ?; K: 4%

# A different layout for some results above.
SMILES,USP2a inh,Giardia kill,FBPA coupling cs,Chronic BCR inh,KCNH2 3.1 inh,B2AR arrestin,Eya2 phos inh,GALK inh,PKM2 act,hERG WT inh,uPA surface inh
Cc1cc(C)n(-c2nc(O)cc(=O)[nH]2)n1,2%,13,1,2%,.,3.6%,1%,1%,-5%,10,2%
CCOc1ccc(NC(=S)N2CCN(S(=O)(=O)c3ccc(OC)cc3)CC2)cc1,-8%,37[activator],2,-3%,-1,0.2%,-4%,4%,7%,15,8%
CC(C)OC(=O)C(C)Nc1n[nH]c(=S)[nH]c1=O (configuration not stated),1%,10,0,?,24,-0.1%,13%,10%,2%,8,1%
Nn1c(SCC(=O)Nc2cccc(F)c2)nnc1C1CCCCC1,5%,9,1,7%,-15,-0.2%,-5%,0%,-1%,-2,1%
Cc1cc(C)c(C(=O)CSc2n[nH]c(-c3ccncc3)n2)c(C)c1,6%,-4,17,-2%,-2,-0.1%,1%,1%,2%,4,-1%
COCCN(C(=O)c1ccco1)c1nc(-c2ccccc2)cs1,-1%,15,0,?,6,-0.4%,-2%,-1%,0%,-15,1%
CC(=O)c1ccc(NC(=O)COC(=O)C2CC3C=CC2C3)cc1 (configuration not stated),0%,-20,.,-7%,-8,0.1%,-19%,.,.,22,-11%
CCc1nc(SCc2nc3ccccc3[nH]2)c2oc3ccccc3c2n1,1%,8,7,?,-40,-0.1%,3%,3%,?,0,.
COc1ccc(C(CC(=O)O)NC(=O)COc2ccccc2)cc1 (configuration not stated),-1%,7,6,1%,9,-0.9%,1%,1%,4%,4,0%

# Complete entries, looked up by structure. Order of screens: USP2a inh | Giardia kill | FBPA coupling cs | Chronic BCR inh | KCNH2 3.1 inh | B2AR arrestin | Eya2 phos inh | GALK inh | PKM2 act | hERG WT inh | uPA surface inh
# CC(=O)c1ccc(NC(=O)COC(=O)C2CC3C=CC2C3)cc1 (configuration not stated) is entered as 0% | -20 | . | -7% | -8 | 0.1% | -19% | . | . | 22 | -11%
# Cc1cc(C)c(C(=O)CSc2n[nH]c(-c3ccncc3)n2)c(C)c1 is entered as 6% | -4 | 17 | -2% | -2 | -0.1% | 1% | 1% | 2% | 4 | -1%

# (more compounds)
# Keys – A = USP2a inh; B = Giardia kill; C = FBPA coupling cs; D = Chronic BCR inh; E = KCNH2 3.1 inh; F = B2AR arrestin; G = Eya2 phos inh; H = GALK inh; I = PKM2 act; J = hERG WT inh; K = uPA surface inh
COc1ccc(NC(=O)c2ccco2)cc1S(=O)(=O)N1CCOCC1
  A: 3%; B: 2; C: 2; D: 0%; E: 19; F: 0.3%; G: 4%; H: -7%; I: .; J: 4; K: 6%
CCOc1ccc(NC(=O)CN(c2cc(C)cc(C)c2)S(=O)(=O)c2c(C)noc2C)cc1
  A: -1%; B: -3; C: 0; D: 8%; E: -2; F: 2.7%; G: 1%; H: 0%; I: 20%; J: 3; K: 3%
CCC(C)c1ccc(OCC(=O)Nc2cccc(C(=O)Nc3ccc(C(=O)O)cc3)c2)cc1 (configuration not stated)
  A: 2%; B: -5; C: .; D: 4%; E: 19; F: -0.2%; G: 3%; H: -8%; I: 1%; J: -11; K: ?
O=C(NCC1CCCO1)c1onc(CSc2ccc(Cl)cc2)c1C(=O)O (configuration not stated)
  A: 0%; B: -13; C: 12; D: 1%; E: 5; F: -1.1%; G: 22%; H: -6%; I: 4%; J: -3; K: -5%
C=CCSc1nsc(N)n1
  A: 0%; B: 5; C: 2; D: -6%; E: -11; F: 0.4%; G: ?; H: 3%; I: -4%; J: 3; K: 0%
O=C1C2CSCN2C(=O)CN1CCCN1CCN(C(c2ccccc2)c2ccccc2)CC1 (configuration not stated)
  A: 3%; B: -6; C: 1; D: -1%; E: 1; F: -3.4%; G: -1%; H: 2%; I: -4%; J: .; K: -17%
O=C(Nc1cc(C(F)(F)F)ccc1N1CCOCC1)C1=COCCO1
  A: 2%; B: 1; C: .; D: ?; E: 9; F: -0.1%; G: 7%; H: .; I: .; J: -13; K: -2%
Cn1nnnc1SCc1nnc(-c2ccc(F)cc2)o1
  A: -1%; B: -22; C: 0; D: ?; E: 4; F: 5.2%; G: -28%; H: 0%; I: -11%; J: 2; K: 0%
Cc1ccc(Cl)cc1N=C(N)N=C(N)N
  A: 11%; B: 34[activator]; C: 1; D: 3%; E: -17; F: -0.3%; G: 1%; H: -1%; I: -5%; J: 25; K: -2%
Cc1ccc(C(=O)/C=C/c2ccccc2)o1
  A: 0%; B: 5; C: -1; D: ?; E: -4; F: 0.2%; G: 2%; H: -3%; I: -3%; J: 0; K: -3%
CC(C(=O)N1CCOCC1)c1ccc([N+](=O)[O-])cc1 (configuration not stated)
  A: 2%; B: -6; C: 1; D: -5%; E: -3; F: -0.5%; G: -2%; H: 0%; I: -7%; J: .; K: 14%
